# Assay outcomes deposited in PubChem by Broad Institute.
# RAD54 inh: inhibitors of human RAD54 branch migration; Q92698; RAD54 Holliday junction branch migration, FAM/BHQ fluorescence; inhibition, % at 10.4 µM; 0.14% of 360,000 active;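 active = mean normalized replicate activity at least 40 and at least half of replicates scoring 40 or more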;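 note: 0% = median of neutral control wells and 100% = median of positive control wells; inhibitors cause a drop in the FAM fluorescence signal; in these data hits start at about 50%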
# Target sequence (Q92698 whole entry, looked up): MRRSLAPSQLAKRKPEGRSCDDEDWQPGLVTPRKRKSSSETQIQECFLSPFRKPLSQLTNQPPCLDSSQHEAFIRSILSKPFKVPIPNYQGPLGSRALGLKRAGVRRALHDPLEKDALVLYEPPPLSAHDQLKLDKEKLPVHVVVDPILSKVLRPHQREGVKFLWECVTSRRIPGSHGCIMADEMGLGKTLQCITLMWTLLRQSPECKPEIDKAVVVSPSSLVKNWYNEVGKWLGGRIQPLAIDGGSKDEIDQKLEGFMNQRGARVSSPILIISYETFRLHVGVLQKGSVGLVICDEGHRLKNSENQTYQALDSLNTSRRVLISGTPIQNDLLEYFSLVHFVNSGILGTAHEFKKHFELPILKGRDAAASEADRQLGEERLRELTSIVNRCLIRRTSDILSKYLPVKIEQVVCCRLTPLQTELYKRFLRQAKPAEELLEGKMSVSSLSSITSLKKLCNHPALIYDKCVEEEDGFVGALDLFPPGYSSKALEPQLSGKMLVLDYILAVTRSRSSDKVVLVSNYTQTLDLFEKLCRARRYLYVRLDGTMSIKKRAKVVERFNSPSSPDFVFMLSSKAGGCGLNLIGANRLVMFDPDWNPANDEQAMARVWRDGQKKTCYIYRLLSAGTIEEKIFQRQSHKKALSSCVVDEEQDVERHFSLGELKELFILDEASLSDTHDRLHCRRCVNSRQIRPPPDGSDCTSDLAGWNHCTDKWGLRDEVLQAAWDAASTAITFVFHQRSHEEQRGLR
# * marks the source's active call; other numbers are inactive results. These rows are one share of the data (hit frequency here may not be typical).
SMILES,RAD54 inh
CN1C(=S)NC(C)(C)CC1(C)c1ccc(O)cc1O (centres undefined),-4
O=C(Oc1ccc(N2C(=O)CCC2=O)cc1)c1ccccc1,10
CCc1ccc(NC(=O)C(=O)N/N=C(\C)CC(=O)Nc2ccccn2)cc1,-8
OCCN(CCO)Cc1csc2ccccc12,-5
Cc1cc(Nc2cccc(C(F)(F)F)c2)n2nc(C)nc2n1,2
Cc1cccc(-n2c(SCc3ccc(C#N)cc3)nnc2-c2c[nH]c3ccccc23)c1,-4
N#CC1=C(N)Oc2nc(-c3ccccc3)[nH]c2C1c1cccnc1 (centres undefined),-12
Cc1cc(-c2ccccc2)nc2c(Br)c(C(=O)O)nn12,8
O=C(Nc1ccccc1OC(F)F)c1ccc(F)cc1,-1
COc1ccccc1NC(=O)C1=C(C)Nc2nnnn2C1c1ccccc1OC (centres undefined),6
CN(C)Cc1ccccc1Sc1ccccc1Br,0
O=c1cc(CNc2cc(Cl)ccc2Cl)nc2sccn12,1
CCC(Nc1ccc(OC)cc1)C(=O)N/N=C/c1ccc([N+](=O)[O-])cc1 (centres undefined),7
Cc1ccc(Nc2nc(-c3c(C)nc4ccccn34)cs2)cc1,1
Cc1cccc(NC(=O)CSc2ccc(-c3ccc4c(c3)OCO4)nn2)c1C,11
CCn1c(=O)c([N+](=O)[O-])c(NCCc2ccccc2)c2ccccc21,-4
COc1ccc(NC(=O)CCS(=O)(=O)c2ccc(OC)cc2)cc1,0
Cc1ccnc(SCC(=O)N2CCN(C(c3ccccc3)c3ccccc3)CC2)n1,-19
O=C(CSc1nnc(Nc2ccccc2)s1)NCCN1C(=O)CSC1=O,6
COc1ccc(NC(=O)CN2CCN(S(=O)(=O)c3ccc(F)cc3)CC2)cc1Cl,-10
Cc1ccc(/C=N/NC(=O)CC(=O)NCc2cccnc2)cc1,-15
Nc1nc(C(=O)N2CCOCC2)nn1S(=O)(=O)c1ccccc1,-2
COC(=O)c1ccc(NC(=O)CN(c2ccc(OC)cc2)S(C)(=O)=O)cc1,0
COc1ccc(N2CCN(c3oc(COc4ccccc4Cl)nc3C#N)CC2)cc1,-1
[O-][n+]1onc2c3cc(-c4ccccc4)nnc3ccc21,1
CC1=NN(/C(=N\c2nnc(C)s2)Nc2ccc(C(C)(C)C)cc2)[C@H](c2ccc(C)cc2)S1,-2
COc1cc(NC(=S)NC(=O)c2c(OC)cccc2OC)ccc1NC(=O)c1cccs1,3
O=C1CN(C(=O)COC(=O)c2ccccc2NCc2ccco2)c2ccccc2N1,3
Cn1c(SCC(=O)N2CCc3ccccc3C2)nnc1-c1ccncc1,7
COc1cccc(Nc2nc3ccccc3nc2NS(=O)(=O)c2ccc(NC(C)=O)cc2)c1,-6

# No new results follow: two of the compounds above.
SMILES,RAD54 inh
COc1ccc(N2CCN(c3oc(COc4ccccc4Cl)nc3C#N)CC2)cc1,-1
[O-][n+]1onc2c3cc(-c4ccccc4)nnc3ccc21,1

# Next part.
SMILES,RAD54 inh
N#CC1=C2N=C(N)c3c(sc4c3CCCCC4)N2C2=C(C(=O)CCC2)C1c1ccccc1 (centres undefined),-5
CCCOc1ccc(-c2nc(OC)c3ccccc3n2)cc1,-9
COc1cccc(-n2ccnc2SCC(=O)NCc2ccccc2)c1,-4
COc1ccc(C(=O)Nc2ccc(N3CCN(c4ccc(OC)cc4)CC3)c(C#N)c2)cc1,0
O=C(O)c1cccc(-c2ccc(/C=N/NC(=O)c3cccnc3)o2)c1,-14
CCOC(=O)c1ccc(Nc2nc(C(=O)OCC)nc3ccccc23)cc1,-3
O=C1Cc2ccccc2N1c1c(Cl)cccc1Cl,-8
COc1cc2nc(C3CCC3)nc(N3CCN(c4ccccn4)CC3)c2cc1OC,17
CC(C)(C)Cc1nc(-c2ccccn2)no1,7
O=C(Cc1ccc(Cl)cc1)Oc1cccc2cccnc12,-1

# A few values from the list.
# Reading for `COc1cccc(-n2ccnc2SCC(=O)NCc2ccccc2)c1` under RAD54 inh: -4
# Reading for `O=C(O)c1cccc(-c2ccc(/C=N/NC(=O)c3cccnc3)o2)c1` under RAD54 inh: -14
# Reading for `N#CC1=C2N=C(N)c3c(sc4c3CCCCC4)N2C2=C(C(=O)CCC2)C1c1ccccc1` (centres undefined) under RAD54 inh: -5
# Reading for `CCCOc1ccc(-c2nc(OC)c3ccccc3n2)cc1` under RAD54 inh: -9
# Reading for `CC(C)(C)Cc1nc(-c2ccccn2)no1` under RAD54 inh: 7
# Reading for `O=C(Cc1ccc(Cl)cc1)Oc1cccc2cccnc12` under RAD54 inh: -1

# (listing goes on)
SMILES,RAD54 inh
CCn1c(=O)n(CC(=O)NCc2ccccc2OC)c(=O)c2ccccc21,6
NNC(=O)CNC(c1ccccc1)c1cc(Br)ccc1NC(=O)CCN1CCOCC1 (centres undefined),-5
COC(=O)c1c(C)oc2ccc(N(C(=O)Oc3ccccc3)S(=O)(=O)c3ccc(Cl)c([N+](=O)[O-])c3)cc12,-5
C/C(=N\OCC(=O)Nc1ccc2c(c1)OCCO2)c1ccc2c(c1)OCCO2,-1
O=C(NC(C(=O)c1ccccc1)n1ccc(=O)[nH]c1=O)c1ccccc1 (centres undefined),-5
Cc1n[nH]c(C)c1C(=O)CC1(O)C(=O)N(Cc2ccccc2)c2ccc(Br)cc21 (centres undefined),4
CS(=O)(=O)N(CC(=O)N1CCCCC1)c1sc2c(c1C#N)CCCC2,9
COc1ccc(OC)c(NC(=O)CSC2=NCCS2)c1,0
C=CCSc1nc(N)c(C(=O)Nc2ccccc2C)cc1C(N)=O,1
O=C(CSc1nncn1-c1ccccc1)NCc1cccs1,5
C=CCn1c(=O)c2ccccc2n2c(SCc3nc4ccccc4s3)nnc12,-6
C=CCN=C1CC(C)(C)CC(=O)/C1=C(/O)CCC(=O)OC,-8
CCN(CC)CC(=O)NCc1cc(-c2ccc(OC)cc2)no1,-13
CNc1nc(-c2ccccn2)nnc1-c1ccccc1,1
CCCCC(=O)Nc1nc(C)c(-c2csc(Nc3ccc(Cl)cc3)n2)s1,9
CCOC(=O)CSC1=C(C#N)C(c2ccc(C)cc2)C(C(=O)OC)C(=O)N1 (centres undefined),-1
COc1cccc(-n2c(C)nn(C)c2=O)c1,-4
Cc1cccc2cc(CN(Cc3ccccc3)C(=O)N(C)C)c(=O)[nH]c12,-8
COc1ccc(/C=C2/CCc3ccccc3C2=O)cc1CN1CCOCC1,2
CCn1c(N)c(C(=O)NCc2cccnc2)sc1=S,1
COC(=O)CSC1=C(C#N)C(c2ccc(C)cc2)C2=C(CCCC2=O)N1 (centres undefined),-4
Nc1sc2c(c1C(=O)NC1CCS(=O)(=O)C1)CCC2 (centres undefined),-2
O=C(CN1CCN(c2ccccn2)CC1)Nc1ccc2ccccc2c1,8
COc1ccc(/C=N/NC(=O)Cc2csc(Nc3cccc(C(F)(F)F)c3)n2)c(OC)c1,7
Cc1ccc(C(=O)OC(C)C(=O)c2cc(C)c(C)cc2C)o1 (centres undefined),4
CCOc1ccc(Cc2nc(C)c(CC(=O)N3CCCCC3)c(=O)[nH]2)cc1,-16
c1ccc2oc(CCc3nc4ccccc4o3)nc2c1,-2
O=C(CC(NC(=O)c1ccccc1Cl)c1ccccc1)NCCc1ccc(Cl)cc1 (centres undefined),0
COc1ccc2nc3oc(C(=O)N4CCN(c5cccc(C(F)(F)F)c5)CC4)cc3cc2c1,7
COc1ccc(CNC(=O)c2cc(-n3cnnc3)ccc2Cl)cc1,-10
CCC1(C)Cc2ccccc2C(Nc2c(C)n(C)n(-c3ccccc3)c2=O)=N1 (centres undefined),-1
CCCCc1ccc(Nc2ncccc2C#N)cc1,-3
O=C(CN1CCN(C(=O)N2CCOCC2)CC1)Nc1ccc(Br)cc1,6
COc1ccc(-c2c(C#N)c(SCC(=O)Nc3ccccc3)nc3c2CCCC3)cc1,7
Cc1ccc(CNC(=O)C2(c3cccs3)CCOCC2)cc1,-5
Cn1c(=O)n(C)c2cc(NC(=O)CSc3nnc(-c4ccccc4O)n3-c3ccccc3)ccc21,0
Cc1[nH]n2c(=O)cc(C(C)(C)C)nc2c1-c1ccccc1,0
CCC(C)(C)NC(=O)C(c1cccn1C)N(C(=O)Cn1nnc2ccccc21)c1ccc(OC)cc1 (centres undefined),6
COc1cc(/C=N/N=C2/NC(=O)C(c3ccccc3)S2)ccc1O (centres undefined),3
Cc1nc([N+](=O)[O-])c(N2CCN(Cc3ccccc3)CC2)n1Cc1ccccc1,6
CCc1ccccc1NC(=O)c1ccoc1C,-11
CC1CCN(C(=O)CSc2nnc(CNc3ccc(F)cc3)n2Cc2ccco2)CC1,6
Nn1cnnc1N/N=C/c1cc([N+](=O)[O-])c(Cl)cc1Cl,8
COc1cc(NC(=O)CSc2nnnn2-c2ccccc2)cc(OC)c1OC,-5
CCCSC1=C(C#N)C(c2cccs2)C(C(=O)Nc2ccccc2)=C(C)N1 (centres undefined),-8
CCOC(=O)CNC(=O)CSc1nc2cccnc2n1CC,4
CCCC(CCC)=NNC(=O)CN(Cc1ccccc1)S(=O)(=O)c1ccccc1,-1
Cc1cc(Oc2ccccc2)nc(NCc2ccccc2)n1,2
CCCCOC(=O)c1ccc(NC(=O)C(=O)NCc2ccncc2)cc1,3
O=C(/C=C/c1ccco1)Nc1ccccn1,-4
# Next results.
SMILES,RAD54 inh
O=c1c(Cc2ccccc2)c(O)nc2n1CCCS2,2
CCOc1ccc(NC(=O)N(CC(C)C)CC(C)C)cc1,-4
Cc1ccc(C(=O)COC(=O)CCN2C(=O)C3C4CC(C(Br)C4Br)C3C2=O)cc1 (centres undefined),10
O=C(Nc1ccccc1)c1[nH]ncc1[N+](=O)[O-],-9
CCOC(=O)c1[nH]c2ccccc2c1NC(=O)c1nonc1C,-1
COC(=O)C1=C(C)N(Cc2ccccc2)C(=NCc2cc(OC)c(OC)c(OC)c2)N[C@H]1c1ccccc1,-2
COCCNC(=O)C(OC(=O)c1cc2oc(C)cc2n1C)C(C)C (centres undefined),6
CN(C)c1ccc(/C=C/c2nnnn2-c2ccccc2)cc1,-7
Cc1cc(/C=C2/SC(=S)N(c3cccc(C(F)(F)F)c3)C2=O)c(C)n1-c1cccnc1,-1
CCCCN(CC)CCCNC(=O)CC1Nc2ccccc2NC1=O (centres undefined),-11

# The closing 6 records of the part before are carried over, then new ones follow:
SMILES,RAD54 inh
CCOC(=O)c1[nH]c2ccccc2c1NC(=O)c1nonc1C,-1
COC(=O)C1=C(C)N(Cc2ccccc2)C(=NCc2cc(OC)c(OC)c(OC)c2)N[C@H]1c1ccccc1,-2
COCCNC(=O)C(OC(=O)c1cc2oc(C)cc2n1C)C(C)C (centres undefined),6
CN(C)c1ccc(/C=C/c2nnnn2-c2ccccc2)cc1,-7
Cc1cc(/C=C2/SC(=S)N(c3cccc(C(F)(F)F)c3)C2=O)c(C)n1-c1cccnc1,-1
CCCCN(CC)CCCNC(=O)CC1Nc2ccccc2NC1=O (centres undefined),-11
COc1ccc(-c2noc(C(C)n3nc(C)c([N+](=O)[O-])c3C)n2)cc1OC (centres undefined),-6
S=C(NCCc1ccccc1)NC1CCCCCC1,-1
O=C(CSc1ncn[nH]1)Nc1nc(-c2ccccc2)cs1,0
CC(=O)N1CCc2cc(S(=O)(=O)NC(CC(C)C)C(=O)Nc3ccc4c(c3)OCCO4)ccc21 (centres undefined),7
COc1ccc(S(=O)(=O)N2CCCC(C(=O)NCc3ccncc3)C2)cc1 (centres undefined),0
Cc1ccc(C)n1NC(=O)c1ccccc1,-9
O=S(=O)(Nc1ccc(N2CCOCC2)cc1)c1ccccc1,-13
COc1ccc(OC)c(C2N(c3ccc(Cl)cc3)C(=O)C3CCCN32)c1 (centres undefined),-4
COc1ccc(-c2ccc(C#N)c(SCC(=O)Nc3sc4c(c3C#N)CCC4)n2)cc1,-4
CC(C)(C)NC(NC(=O)Cc1ccccc1)C(Cl)(Cl)Cl (centres undefined),5
CCc1ccc(NC(=O)c2c(Cl)nc(C)c(Cl)c2C)cc1,8
N=c1ccccn1CC(O)COc1ccccc1 (centres undefined),-7
COc1ccccc1NC(=O)COC(=O)/C=C/c1ccccc1[N+](=O)[O-],8
CCC(=O)Nc1cccc(-c2cn3ccsc3n2)c1,6
COCCCNC(=O)c1c(N)n(/N=C/c2cccnc2)c2nc3ccccc3nc12,12
Cc1ccc(N=Nc2c(N)[nH]n3c(=O)cc(-c4ccccc4)nc23)cc1,11
COC(=O)Nc1ccccc1C(=O)N1CCC(O)(c2ccc(Cl)cc2)CC1,1
O=C(N/N=C/c1cc2ccccc2nc1Cl)/C(=C/c1cccs1)NC(=O)c1ccccc1,-7
COc1ccc(C(CC(=O)O)NS(=O)(=O)c2ccc(C)cc2)cc1OC (centres undefined),6
CCOc1ccc2nc(SCC(=O)c3ccc(Cl)s3)sc2c1,-2
Cc1ccccc1OCC(O)CN (centres undefined),-9
CCN1C(=O)S/C(=C/c2c(OCc3ccc(C(=O)O)cc3)ccc3ccccc23)C1=O,6
CCN(C(=O)c1ccc(NC(C)=O)cc1)c1ccccc1C,-5
CC(C)c1ccc(-c2nc(N3CCCC3)nc3n[nH]c(N)c23)cc1,-9
Cc1ccc(N(CC(=O)Nc2ccc3c(c2)OCCO3)S(=O)(=O)c2c(C)noc2C)cc1,-3
COCCNC(=S)N/N=C(\C)c1ccc(O)cc1,-11
CCOc1ccc(NC(=O)c2cccc(OC(=S)N3CCC(C)CC3)c2)cc1,-1
CC(C)c1nc2sc3c(SCC(=O)NCc4ccco4)ncnc3c2c2c1CCC2,-9
CCn1cc(C(=O)OCC(=O)c2cc(C)n(-c3cccc(C(F)(F)F)c3)c2C)c(=O)c2ccc(C)nc21,-2
CCOC(=O)c1cnn(-c2ncnc3sc(CC)cc23)c1N,3
Cc1ccc(S(=O)(=O)/N=C(/Nc2c(C)n(C)n(-c3ccccc3)c2=O)c2ccc(Cl)cc2)cc1,-6
CCOc1ccc(C2OC34CCCCC3C(C#N)(C#N)C2(C#N)C(=N)O4)cc1OC (centres undefined),-31
COCCn1c(SCC(=O)Nc2ccc(S(=O)(=O)N(C)C)cc2)nc2ccccc21,-6
CCCOC(=O)NC(CC)COC(=O)Nc1cccc(C)c1C (centres undefined),-7
CCOC(=O)Cn1c(=O)c2c(nc(N3CCCCC3)n2C)n(C)c1=O,-3
